# XiGFP reactiv: activators of X-chromosome reactivation in mouse fibroblasts; XiGFP mouse fibroblasts, % GFP-positive cells imaging, 3 d; cells co-treated with 5-aza-dC sensitizer; scaled so ellipticine positive control = 100%; activation, % at 7.58 µM; 360,000 tested, 0.055% active;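 active means mean normalized replicate activation at least 10% and every replicate at or above 10%; inconclusive means only one of the two criteria met; inactive means mean below 10% and not all replicates reach 10%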;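 further: 0% = median of on-plate neutral control wells and 100% = ellipticine 6 µM median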
#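 System: SV40-immortalized XiGFP fibroblast cells, line 68-5-11 / Incubation: 3-day compound exposure, then 15 min fixation at room temperature / Compound: single concentration per compound, delivered by pin transfer / Buffer or medium: DMEM plus 5-aza-dC sensitizer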
# Cneo AK release: Cryptococcus neoformans lysis via adenylate kinase release; C. neoformans lysis, adenylate kinase release luminescence, 4 h; normalised: neutral wells 0, clomiphene wells 100; lysis activity, % at 15 µM; 360,000 tested, 0.2% active; AID 651654;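 active means mean lysis activity across replicates of at least 80%, whatever share of replicates individually reach that level; inactive means mean lysis activity below 80%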
#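 Assay system: C. neoformans cells. Amount: yeast cell density of 5 × 10^6 cells/mL. Technique: AK luminescence. Buffer or medium: YPD. Times: static 4 h at 37 °C with compound, 1 h detection. Dosing: single-point compound dose. Read-out: lysis from increased AK signal.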
# LGR2 inh: Drosophila LGR2 receptor signaling inhibition. inhibition, % at 9.99 µM. AID 720647. 380,000 tested, 0.35% active. HEK293 LGR2, CRE-luciferase, bursicon-stimulated, 4 h;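 active means drop in luminescence signal, shown as inhibition above about 50% in the replicate tests, limit read from the data, passing the limit was not always enough; inconclusive means probably only some replicates passing the limit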;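 further: agonist challenge used bursicon conditioned medium at about half maximal strength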
# C2C12 statin: suppressors of simvastatin-induced myotoxicity in C2C12 myotubes. ATP luminescence, 48 h; scaled: DMSO 0, geranylgeraniol control 100. rescue of ATP level, % at 7.49 µM. 330,000 tested, 0.78% active;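 active means mean ATP rescue above about 67%, or every replicate alone reaching that limit, limit read from the data, passing the limit was not always enough; inconclusive means no clear call, values can overlap the other calls; inactive means mean under the limit and some replicate under it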;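 further: myotubes were challenged with 10 µM simvastatin during compound exposure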
# SIRT5 inh: sirtuin-5 (human) deacylase inhibition; Purified SirT5, succinyl-peptide AMC, trypsin-coupled fluorescence; inhibition, % at 15 µM; 330,000 tested, 1.1% active; in the data active means inhibition above about 15%; inconclusive means no clear call, values can overlap the other calls
# S100A4 MyoIIA: blocks human S100A4 binding to myosin IIA peptide; S100A4/TAMRA-MyoIIA peptide fluorescence polarization; inhibition, % at 10.7 µM; 360,000 tested, 0.14% active; AID 652163;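 active means mean inhibition of at least 70% across replicates, with every replicate also reaching that level; inconclusive means mean inhibition reaches 70% but some replicates fall short; inactive means mean inhibition below 70%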
# Target sequence (P26447 whole entry, looked up): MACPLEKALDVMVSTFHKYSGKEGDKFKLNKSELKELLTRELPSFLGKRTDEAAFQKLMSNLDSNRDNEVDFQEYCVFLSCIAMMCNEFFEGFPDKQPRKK
#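 Test system: S100A4 monomer protein; Medium: HEPES pH 7.2 with CaCl2, KCl, NaCl, DTT, Triton; Probe or stimulus: TAMRA-labelled myosin IIA heavy-chain peptide probe, 5 nM; Doses: one dose per compound; Times: polarization read 5 min after assay mix addition, stable 5–60 min; Benchmarks: neutral control DMSO, positive control TFP.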
# PGC1a acetyl inh: lowers PGC1a acetylation signal in U2OS cells; AlphaScreen anti-acetyl-lysine; with virally co-expressed GCN5 acetyltransferase; inhibition, % at 15.6 µM; 350,000 tested, 0.17% active; AID 651687;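 active means every replicate shows inhibition of at least 40%; inconclusive means mean inhibition at least 40% but some replicate below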;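 further: 0% = neutral control wells and 100% = positive control wells; some results beyond the cut were filed as inactive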
# ERAP1 HTS inh: blocks human ERAP1 aminopeptidase activity | Q9NZ08 | recombinant ERAP1, Leu-AMC fluorescence, 60 min | AID 652197 | 340,000 tested, 0.15% active | inhibition, % at 10.7 µM;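 active means mean replicate inhibition of at least 30%, or all replicates individually reaching that 30% level; inactive means mean below 30% and not every replicate reaching it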;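 further: 0% = neutral control wells and 100% = L-leucinethiol positive control wells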
# Target sequence (Q9NZ08 whole entry, looked up): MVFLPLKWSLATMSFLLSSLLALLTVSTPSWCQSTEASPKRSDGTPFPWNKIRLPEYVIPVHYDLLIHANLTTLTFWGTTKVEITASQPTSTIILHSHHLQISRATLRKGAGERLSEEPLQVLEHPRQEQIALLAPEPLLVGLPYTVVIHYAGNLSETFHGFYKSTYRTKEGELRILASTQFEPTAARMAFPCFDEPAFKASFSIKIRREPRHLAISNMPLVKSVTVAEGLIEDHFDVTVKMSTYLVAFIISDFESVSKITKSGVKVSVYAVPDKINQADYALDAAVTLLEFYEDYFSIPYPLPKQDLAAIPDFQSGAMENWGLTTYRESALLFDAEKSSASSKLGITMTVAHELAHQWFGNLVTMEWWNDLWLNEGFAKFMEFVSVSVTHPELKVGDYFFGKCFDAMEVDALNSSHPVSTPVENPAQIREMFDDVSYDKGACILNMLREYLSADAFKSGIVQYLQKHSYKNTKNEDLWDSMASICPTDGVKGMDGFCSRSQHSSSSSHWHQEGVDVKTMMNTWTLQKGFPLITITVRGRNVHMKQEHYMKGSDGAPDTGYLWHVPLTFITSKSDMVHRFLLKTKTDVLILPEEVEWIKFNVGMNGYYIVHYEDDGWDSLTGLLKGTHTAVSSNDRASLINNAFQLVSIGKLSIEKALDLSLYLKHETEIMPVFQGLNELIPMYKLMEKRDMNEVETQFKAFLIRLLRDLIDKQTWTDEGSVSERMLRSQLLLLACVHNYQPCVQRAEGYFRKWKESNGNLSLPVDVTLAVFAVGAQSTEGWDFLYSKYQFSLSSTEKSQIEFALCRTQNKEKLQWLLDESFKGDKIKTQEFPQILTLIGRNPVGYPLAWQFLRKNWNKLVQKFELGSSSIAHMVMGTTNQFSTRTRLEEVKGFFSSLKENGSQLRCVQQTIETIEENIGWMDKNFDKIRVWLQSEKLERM
# An asterisk follows results filed as active; ? = inconclusive; . = not tested or not shown; & = joins results of further samples. The list is partial; the hit share may differ from the screen's.
SMILES,XiGFP reactiv,Cneo AK release,LGR2 inh,C2C12 statin,SIRT5 inh,S100A4 MyoIIA,PGC1a acetyl inh,ERAP1 HTS inh
CC1CC(C)(C)NC(=S)N1CCC(=O)N1CCN(Cc2ccccc2)CC1 (configuration not stated),-0.1,.,0,.,-2,12,-3,5
O=C(COC(=O)C1CCN(C(=O)c2ccc(Cl)cc2)CC1)Nc1ccccc1F,0.2,0,10,0,-3,-3,.,-2
COc1ccc([C@@H](OC(=O)Nc2ccc(SC)cc2)[C@@H](CCO)OC)cc1O,.,-9,.,.,0,64,10,-1
CCNC(=S)N1CCCC(c2nc3ccc(C)cc3[nH]2)C1 (configuration not stated),-1.2,.,-15,.,4,-2,.,-2
CCCNC(=O)C[C@@H]1CC[C@H]2[C@@H](COC[C@@H](O)CN2C(=O)Nc2c(C)noc2C)O1,0.0,-3,-7,-7,2,-7,-5,-1
C[C@@H]1CN([C@H](C)CO)C(=O)c2cc(NC(=O)Cc3cn(C)c4ccccc34)ccc2O[C@H]1CN(C)S(=O)(=O)c1ccc(F)cc1,0.3&0.9,-3&-1,-10,13,-2&4,-8&-16,6&-29,1&1
COc1ccc(-n2cnc3sc4c(c3c2=O)CCCC4)cc1,0.1,.,-26,.,-4,-4,.,-3
C[C@H](NC(=O)[C@@H]1[C@@H](CO)[C@@H]2Cn3c(cccc3=O)[C@H]1N2Cc1cccnc1)c1ccccc1,0.1,1,-2,11,-1,-8,.,1
Cc1cc(NS(=O)(=O)c2ccc(NC(=O)c3cccc(OC(F)F)c3)cc2)nc(C)n1,0.0,8,-13,.,4,8,3,-1
CC1Cc2ccccc2N1C(=O)COC(=O)c1n[nH]c(=O)c2ccccc12 (configuration not stated),0.0,.,-3,7,2,-2,6,2
C=C(C)C1CC=C(C)/C(=N/NC(=O)c2cccc([N+](=O)[O-])c2)C1 (configuration not stated),-0.1,-4,6,-4,.,.,-2,.
Cc1cc(C)nc(N/N=C/c2cccc3ccccc23)n1,-0.1,.,-31,.,-5,-6,.,4
O=C(Cc1cccnc1)N1[C@H](CO)[C@H]2c3ccccc3NC[C@H]21,0.3,0,5,-8,-2,3,7,-3
CC1CC(C)CN(C(=O)c2ccc(S(=O)(=O)N3CC(C)CC(C)C3)cc2)C1 (configuration not stated),0.0,-4,1,-22,4,1,-3,1
CC(=O)c1cccc(OCC(=O)Nc2cc(Cl)ccc2-n2cncn2)c1,0.0,-1,-27,-13,-2,-9,8,3
O=C(NCC[C@H]1CC[C@@H](NC(=O)C2CCC2)[C@@H](CO)O1)c1cnccn1,-0.1,9,-1,-24,2,26,4,-3
CN(CC(=O)N1CCC(C(N)=O)CC1)S(=O)(=O)c1ccc2ccccc2c1,0.0,0,3,-4,-1,8,.,1
CCC(O)CC(C(=O)NNc1ccccc1)C(=O)NNc1ccccc1 (configuration not stated),0.4,.,-9,.,.,2,-8,1
CCC(C)C(NC(=O)c1ccccc1NC(=O)c1ccco1)C(=O)NNC(=O)c1ccncc1 (configuration not stated),0.0,.,12,1,2,-4,2,6
C[C@@H]1CCCCO[C@@H](CN(C)S(=O)(=O)c2cccs2)[C@@H](C)CN([C@@H](C)CO)C(=O)c2cc(NS(=O)(=O)c3ccc(F)cc3)ccc2O1,0.1,-2,-61,.,1,-130,9,-3
COc1ccc(NC(=O)C(OC(=O)c2cnccn2)c2ccccc2)cc1Cl (configuration not stated),0.1,0,-5,2,-6,-6,0,2
Cc1ccc(S(=O)(=O)N[C@H]2CC[C@@H](CC(=O)NCCc3ccncc3)O[C@@H]2CO)cc1,-0.3,1,13,1,-1,5,-4,1
CCC(=O)N1[C@H](CO)[C@H](c2ccccc2)[C@H]1CN(CC)C(=O)c1ccc(F)cc1,0.0,-1,1,-8,-3,.,-8,1
COc1cccc(-c2nc(-c3ccncc3)no2)c1,-0.1,.,-21,.,-2,2,.,1
CCCNC(=O)N1CC2(CCN(CC3CCCCC3)CC2)c2c(n(C)c3cc(OC)ccc23)[C@H]1CO,0.5,.,-10,.,2,-8,-2,0
O=C(c1ccccc1F)N1CC2(C1)[C@H](c1ccccc1)[C@@H](CO)N2CC1CC1,0.0,.,-7,.,-1,-13,8,7
Cc1ccc(S(=O)(=O)Nc2ccc3c(c2)C(=O)N([C@H](C)CO)C[C@H](C)[C@@H](CN(C)C(=O)NC(C)C)O3)cc1,-0.8,.,11,-9,.,.,-3,.
COC(=O)C1(N2C(=O)O[C@@H](Cc3ccccc3)[C@H]2/C=C/C2CC2)CCCC1,.,-6,.,.,-2,7,-18,-2
COc1ccccc1NC(=O)CN1C(=O)NC2(CCCCCCC2)C1=O,0.0,0,.,3,2,-13,.,-3
C/C(=N/NC(=O)CNC(=O)c1ccccn1)c1ccccc1,0.4,.,-20,.,1,-1,.,-1
Cc1noc(C)c1COC(=O)/C=C/c1ccc(Cl)cc1,-0.2,1,-7,3,2,-1,-5,0
C/C(=N\NC(=O)COc1ccc(C(C)(C)C)cc1)c1cc2ccccc2o1,0.0,-10,-23,.,0,6,-7,0
CCN(C[C@@H]1[C@@H](c2ccccc2)[C@@H](CO)N1C(=O)COC)S(C)(=O)=O,-0.1,7,0,12,-1,-2,-10,1
COc1ccccc1-c1ccc2c(c1)[C@@H]1[C@@H](CCN1C(=O)c1ccc3c(c1)OCO3)[C@H](CO)N2,0.0,15,-2,6,0,.,-12,.
OC[C@@H]1CN(Cc2ccc(Cl)cc2)C[C@H](n2cnc3c(NC4CC4)ncnc32)O1,0.1,0,-6,17,.,1,.,-3
Cc1nn(C)cc1S(=O)(=O)NCc1ccc2c(c1)OCO2,0.0,-2,-10,-1,0,4,2,-2
O=C(O)c1cccc(N2C(=O)/C(=C/c3ccc([N+](=O)[O-])cc3)C=C2c2ccccc2)c1,-0.1,0,?,8,1,-7,-1,9
Cn1c(C(=O)N2CCN(Cc3ccc4c(c3)OCO4)CC2)cc2c(=O)n(C)c3ccccc3c21,0.0,0,24,-5,.,0,.,.
Cc1ccc(NC(=O)CCC(=O)Nc2nnc(C3CCCCC3)s2)cc1,0.1,.,2,.,-7,-3,.,2
CC(C)c1ccc(N=C2N=C(N)c3ccccc32)cc1,0.1,.,-59,.,-2,0,18,-1
O=C1CSC(=S)N1c1ccc(Cl)c(Cl)c1,0.0,-1,-1,4,-3,8,2,-3
COc1ccc(S(=O)(=O)Nc2cccc3c2O[C@@H](CN(C)C(=O)Nc2ccc4c(c2)OCO4)[C@@H](C)CN([C@H](C)CO)C3=O)cc1,0.0,-3,22,.,3,5,2,1
COc1cc(NC(=O)c2cc(-c3ccc4c(c3)OCO4)on2)cc(OC)c1OC,-0.1,1,3,-40,-1,2,-35,0
CN(C)CCNC(=O)c1cccc(-c2cnc3c(NC=O)cc(-c4cccc(F)c4)cn23)c1,-0.1,20,6,-2,.,31,.,4
Cc1ccc([C@@H]2[C@@H]3C(=O)N(C)C(=O)[C@@H]3[C@]3(C)C(=O)N(Cc4ccc(-c5ccccc5)cc4)CC(=O)N23)o1,0.2,-1,.,2,.,-3,8,-7
COc1cc(OC)cc(C(=O)NC(C(=O)N2CCc3ccccc3C2)C(C)C)c1 (configuration not stated),0.0,0,-4,21,-2,1,.,3
C[C@@H]1CN([C@H](C)CO)S(=O)(=O)c2ccc(-c3ccc(C(=O)N(C)C)cc3)cc2O[C@@H]1CN(C)Cc1ccc2c(c1)OCO2,0.3,4,-3,.,1,10,-8,-2
COc1ccc(C#Cc2c(-c3ccc(OC)cc3)oc3ccc(-c4ccc(OC)cc4)cc23)cc1,0.3,7,14,-9,-2,-1,.,4
CN(CC(=O)Nc1c(Cl)cccc1Cl)C(=O)Cc1ccc2c(c1)CCC2,0.2,19,10,9,-3,10,.,7
Cc1nn(CCc2nn[nH]n2)c2nc(-c3ccccc3)cc(C(F)(F)F)c12,0.0,.,.,1,-7,-7,-2,-1
COc1ccc(CCC(=O)Nc2cccc(S(=O)(=O)N3CCCCCC3)c2)cc1OC,0.0,0,13,0,-3,4,.,-7
O=C(C[C@@H]1CC[C@@H]2[C@H](COC[C@@H](O)CN2C(=O)Cc2ccccc2)O1)NC1CCCC1,-0.1,-4,5,7,-3,8,-5,2
COc1ccccc1CN1CCNC(=O)C1CC(=O)NCc1c(C)n[nH]c1C (configuration not stated),0.1,.,5,.,-7,-7,-2,3
Cc1cc2nccc(-c3ccncc3)n2n1,0.1,.,0,.,1,0,8,0
NS(=O)(=O)c1cc(C(=O)OCC(=O)Nc2ccc(Cl)cc2[N+](=O)[O-])ccc1Cl,0.4,.,-8,.,-3,-13,.,1
Cc1ccc(NC(=O)Nc2nnc(Cc3ccc([N+](=O)[O-])cc3)s2)cc1,-0.1,-4,-48,.,-2,2,-6,1
CCn1c(NC(=O)/C=C/c2ccc(F)cc2)nc2ccccc21,0.5,-1,-15,6,-5,-1,.,8
Cc1ccc(NC(=O)c2ccccc2Cl)cc1-n1cnnn1,0.0,.,.,.,-1,-2,.,-2
O=C(CSC1=NNC(c2ccccn2)S1)Nc1ccccc1 (configuration not stated),-0.1,0,-18,.,-6,0,1,.
COc1ccc(S(=O)(=O)N2CCN(Cc3cc(OC)c(O)c(OC)c3)CC2)cc1,0.0,-2,8,8,-6,-3,.,-2
# Additional compounds.
SMILES,XiGFP reactiv,Cneo AK release,LGR2 inh,C2C12 statin,SIRT5 inh,S100A4 MyoIIA,PGC1a acetyl inh,ERAP1 HTS inh
C1=Cc2ccccc2Nc2ccccc21,0.0,.,4,9,-9,-9,.,2
Cc1ccc2c(c1)-c1c(cnn1CC(=O)NC(C)CCc1ccco1)CO2 (configuration not stated),0.0,-5,.,3,2,-5,7,2
O=C(CCc1nc(-c2cccs2)no1)Nc1cnc2ccccc2c1,0.4,4,-22,.,.,.,-5,.
COc1ccc(C(=O)N(C)Cc2ccc(OC)c(OC)c2OC)cc1S(=O)(=O)N1CCOCC1,0.0,2,-9,-9,-2,3,-4,-2
Cc1ccc(-c2ccc([C@H]3[C@@H](CO)N4CCCCN(S(=O)(=O)c5ccccc5C)C[C@H]34)cc2)cc1,0.0,56,9,-32,10,-3,-27,0
COc1ccc(-c2nn(-c3ccccc3)cc2/C=N/Nc2cccc(C(=O)O)c2)cc1,0.0,-4,-27,-7,1,-1,4,0
CCCC(=O)Nc1ccc2c(c1)OC[C@@H](C)N(C(=O)c1cnccn1)C[C@H](C)[C@@H](OC)CN(C)C2=O,0.1,-2,-8,-12,-2,-5,-2,-3
CCN(CC)S(=O)(=O)c1ccc(OC)c(NC(=O)c2ccc([N+](=O)[O-])cc2)c1,0.3,.,7,.,-1,-2,2,2
O=C(COC(=O)c1ccc(Cl)cc1[N+](=O)[O-])NNC(=O)c1cccs1,0.0,-1,-5,5,-2,-1,-4,-1

# Screens as filed in PubChem.
